Insulin prom inh = inhibitors of insulin promoter-driven GFP, primary screen, imaging, TRM-6 cells (human fetal islet line), eGFP reporter, cell count; reporter expression induced with tamoxifen; inhibition, % at 2 µM; actives 0.9% (n = 130,000); AID 1273, 2008;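 active = inhibition above the mean plus 3 SD, with well images judged a real hit on visual review, cut at about 60% in these data, passing the limit was not always enough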
sdo1 growth = growth rescue of sdo1-depleted yeast, primary screen, S. cerevisiae, bone marrow failure model | z-score at 10 µM | AID 817, 2007 | S. cerevisiae sdo1-depleted JHY4D growth rescue, OD600 30 h; active compounds read high; pdr5 snq2 efflux-pump mutant strain | actives 0.21% (n = 140,000);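 active = z-score above 3 at both the 24 hr and the 30 hr optical density reads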;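 note: z-score against mean and SD of all compound wells on the same plate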
sdo1 growth Rescue 24 h = recorded beside sdo1 growth, whose call it bears; z-score; S. cerevisiae sdo1-depleted JHY4D growth rescue, OD600; measured here: growth rescue at 24 h;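 0 is the plate mean of compound wells and units are plate SD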
* marks the source's active call; other numbers are inactive results; . = no result given; & = joins results of further samples. An excerpt. The share of hits here may be higher or lower than overall.

Insulin prom inh	sdo1 growth	sdo1 growth Rescue 24 h	Structure
.	-0.22	0.89	CCOC(=O)C1CCN(S(=O)(=O)c2ccc(-c3nc4ccccc4s3)s2)CC1
-30	-0.22	-0.21	O=C(CSc1ccc(Cl)cc1)Nc1ncccn1
5	.	.	CCN1CCN(C(=O)Nc2cc(Cl)ccc2OC)CC1
.	-0.58	-1.1	CN(C)c1cccc(C(=O)OC(C(=O)Nc2ccc(Cl)cc2C(F)(F)F)c2ccccc2)c1 (configuration not stated)
15	-0.34	-0.5	O=c1c2ccccc2nc(-c2ccco2)n1/N=C/c1ccccc1O
41	-0.58	-1.1	Cc1cccc(NC(=O)c2cc3ccccc3o2)c1
30	0.67	2.5	O=C(NCCOC(=O)c1ccc(C(=O)OCCNC(=O)c2cccnc2)s1)c1cccnc1
50	.	.	Cc1ccnc(NS(=O)(=O)c2ccc(N3C(=O)Nc4ccccc4N3O)cc2)c1
0	-0.16	-0.74	COCCn1c(SCC(=O)NCc2ccco2)nc2cccnc21
36	.	.	Cc1c(-c2ccn[nH]2)cc(NC(=O)c2ccc(Cl)cc2)c(=O)n1N
-316	.	.	CN1CCN(/N=C/c2ccc(-c3ccc([N+](=O)[O-])cc3Cl)o2)CC1
0	-0.77	-0.48	CC(C)(C)C1CCc2c(sc3c2C(=O)NC(c2ccco2)N3)C1 (configuration not stated)
0	.	.	CC(=O)NCC(=O)N(C)C(C(=O)Nc1ccc2c(c1)OCCO2)c1ccc(C)cc1 (configuration not stated)
-29	-1.1	-0.65	CCOC(=O)CSC1=C(C#N)C(c2sccc2C)C(C(C)=O)=C(C)N1 (configuration not stated)
.	0.31	0.25	Oc1ccc(C=Nc2ccc(N3CCOCC3)cc2)c(O)c1
0	.	.	C=CCn1cc(C(=O)OC)c(=O)c2cc(S(=O)(=O)N3CCC(C)CC3)ccc21
-28	-1	0.58	CCn1c2ccccc2c2cc(NC(=O)c3cccc(OC)c3)ccc21
5	0.45	-0.28	CC(C)C(c1nnnn1C(C)(C)C)N1CCOCC1 (configuration not stated)
6	-1.2	-0.18	CCOC(=O)c1cc(-c2ccccc2)n(CC(=O)Nc2cccc(OC)c2)c1C
5	-0.4	-0.47	O=C(NCCCN1CCOCC1)c1ccc(-n2nc(C(F)(F)F)cc2-c2cccs2)cc1
-6	-1.1	-0.3	CC(NC(=O)c1ccco1)C(c1cccs1)N1CCN(c2ccccc2F)CC1 (configuration not stated)
17	-0.09	-0.1	O=C(NCCCc1ccccc1)Nc1ccccc1
.	1.5	2	CCOC(=O)C1CCCN(c2c(NCCCN(C)c3ccccc3)c(=O)c2=O)C1 (configuration not stated)
14	-0.18	-0.76	COCc1nnc(NC(=O)CSc2ccccc2)s1
27	-1.5	-1.1	Cc1ccc2nc(SCC(=O)Nc3ccc4c(c3)CCC4)[nH]c2c1
-15	-0.02	-0.8	Cc1nc2ccccn2c1/C(O)=C1\C(=O)C(=O)N(CCN2CCOCC2)C1c1cccnc1 (configuration not stated)
39	1.6	2.7	N#Cc1cccc(NC(=O)CN2NS(=O)(=O)c3ccccc3C2=O)c1
.	-0.88	-0.6	CC(C)n1c(SCC(=O)N2c3ccccc3Sc3ccccc32)nc2c1c(=O)n(C)c(=O)n2C
-50	.	.	COc1ccc(C/C(C)=N/Nc2nc(C)cc(=O)[nH]2)cc1
15	-0.49	-0.69	COc1ccccc1CC(=O)Nc1ccc([N+](=O)[O-])cc1OC
-22	0.89	0.35	CC(C)=CC/C=C1\CCC(C(=O)O)C(C(=O)O)C1 (configuration not stated)
-14	.	.	CC(=O)c1cccc(N(C(=O)CNC(=O)c2ccco2)C(C(=O)NC2CCCC2)c2ccc(C)o2)c1 (configuration not stated)
-81	-0.48	-0.56	CCOCCSC1=C(C#N)C(c2cccs2)C(C(C)=O)=C(C)N1 (configuration not stated)
.	0.07&0.74	0.89&0.43	COC(=O)c1[nH]nc2c1C(=O)N(Cc1ccccc1)C2=O
20	0.51	-0.53	COC(=O)c1cccc(S(=O)(=O)N2CCCC2)c1
18	.	.	Cc1n[nH]c(C)c1Sc1ccccc1[N+](=O)[O-]
.	-0.28	-0.34	COCCOc1ccc(C(F)(F)F)cc1NC(=O)c1ccc(C(F)(F)F)cc1
-7	-0.69	-0.25	Cc1occc1C(=O)Nc1cccc([N+](=O)[O-])c1
64	0.75	0.6	Fc1ccc(-c2nc3n(n2)Cc2ccccc2-3)cc1
-77	0.33	-0.29	C[C@@H]1NC(=O)[C@H](CCC(=O)O)NC(=O)c2cc([N+](=O)[O-])cc(F)c2NCCC[C@@H](C(N)=O)NC1=O
.	1.4	0.75	CC(C)C(=O)Nc1nc2c(ncn2C2CC(O)C(CO)O2)c(=O)[nH]1 (configuration not stated)
8	.	.	COc1cccc(C2C(C(=O)c3ccc(C)o3)=C(O)C(=O)N2CCCN(C)C)c1 (configuration not stated)
57	-0.31	0.05	Clc1ccccc1-c1nc(N/N=C/c2cccnc2)c2ccccc2n1
-33	.	.	COc1ccc(N2CCN(C(=O)CCCCCn3c(=O)[nH]c4ccsc4c3=O)CC2)cc1
28	-1.2	-1.6	O=C(Nc1ccc(Cc2ccncc2)cc1)C1CCC(N2C(=O)C3C4C=CC(C5CC45)C3C2=O)CC1 (configuration not stated)
25	0.03	0.03	Cc1cc(N/C=C\c2nnnn2-c2ccc(F)cc2)no1
.	-1.9	-0.71	c1ccc(Cn2nnnc2C(c2cccnc2)N2CCN(c3ccccc3)CC2)cc1 (configuration not stated)
30	-0.65	-0.53	Cc1cc(=O)[nH]c(SCCCOc2ccc3c(c2)CCC3)n1
-13	-0.69	-1	Cc1cc(C)nc(N2CCCC(C(=O)NCCc3ccccc3F)C2)n1 (configuration not stated)
52	.	.	COc1cccc(CN2CCNC(=O)C2CC(=O)NCCc2nc(C)c(C)s2)c1OC (configuration not stated)
-38	.	.	COC(=O)c1cc(OC)c(OC)cc1NC(=O)c1c(C)noc1C
14	-0.26	-0.59	CCOC(=O)c1nnc2c(Br)c(-c3ccccc3)nn2c1C
-3	0.53	0.47	CCc1ccc(C2=NN(CCC(=O)NC3CC3)C(=O)CC2)cc1
-3	0.18	0.04	Cc1ccc(S(=O)(=O)NCCCC(=O)C=[N+]=[N-])cc1
-150	.	.	COC(=O)C(Cc1ccccc1)NC(=O)CNS(=O)(=O)c1ccc(Br)cc1 (configuration not stated)
-31	0.97	1.4	COc1cc(CNCCCN2CCOCC2)ccc1OCC(=O)Nc1cccc(C(F)(F)F)c1
-57	-0.85	0.06	COc1cccc(NC(=O)COC(=O)c2c(F)cccc2F)c1
.	0.08	-0.6	Cc1cccc(NC(=O)CCN2C(=O)C3C4CCC(C4)C3C2=O)c1C (configuration not stated)
2	0.83	-0.19	COCCCNCC(=O)c1c(N)n(Cc2ccccc2)c(=O)n(C)c1=O
27	.	.	CC(=O)Nc1cccc(-c2csc(Nc3ncccn3)n2)c1

The results go on.
Insulin prom inh	sdo1 growth	sdo1 growth Rescue 24 h	Structure
43	.	.	CN(C)CCCN(C(=O)c1cccs1)c1nc2cc3c(cc2s1)OCO3
29	.	.	Cc1ccc(NS(=O)(=O)c2cc(C(=O)N3CCCC3)ccc2C)cc1C
-273	0.3	0.57	CCN(CC)C(=O)CSc1nc(-c2ccco2)cc(C(F)(F)F)c1C#N
.	1.3	1.1	Cn1cnnc1SCC(=O)Nc1cccc(S(=O)(=O)N2CCCCCC2)c1
7	0.5	0.37	COc1ccc2c(c1)C1(Nc3ccccc3C(=O)N1c1ccccc1)C(=O)N2 (configuration not stated)
0	0.08	0.41	COC(=O)c1sccc1NC(=O)/C=C/c1ccc(Cl)cc1Cl
.	-1.1	-0.75	CCCCCCn1c(-c2ccco2)nc2oc3cc(OC)ccc3c(=O)c2c1=O
32	-0.15	-0.91	COc1nccnc1NS(=O)(=O)c1ccc(NC(=S)NC(=O)c2cccc(F)c2)cc1
.	-0.73	-0.25	COc1cccc(-c2nnc(SCC(=O)OC(C)C)n2Cc2ccco2)c1
21	1.2	0.96	COC(=O)c1ccc(COC(=O)c2ccc(-n3cnnn3)cc2)o1
7	.	.	COc1ccc(C(C(=O)NC2CCCCC2)N(C(=O)c2ccccn2)c2cccnc2)cc1 (configuration not stated)
-50	.	.	O=c1c2ccccc2nc2n1CCCN2
2	0	-0.25	COc1cc2c(cc1OC)CN(C(=O)c1cc(=O)c3ccccc3o1)CC2
-8	-0.45	-1.5	C=CCOc1c(Br)cc(CNn2nnnc2N)cc1OC
.	-1.6	-1.1	CCc1ccc(NC(=O)C(C)OC(=O)c2ccc(N3CCCC3)c([N+](=O)[O-])c2)cc1 (configuration not stated)
53	-0.83	-1.4	Cc1ccc(C)c(NC(=O)CN2C(=O)CNC2=O)c1
.	0.42	0.55	COc1ccccc1NC(=S)Nc1cccc2cnccc12
.	-0.46	-1.3	CCc1cccc(C)c1NC(=O)C1=C(C(=O)O)CCCC1
0	-0.64	-0.7	O=S(=O)(c1ccc(F)cc1)N1CN(Cc2ccco2)c2nc3ccccc3nc21
7	-0.66	0.18	S=C(NCCC(c1ccccc1)c1ccccc1)Nc1cccc(Cl)c1

Ordered by heavy-atom count (largest number first): twelve of the compounds above.
Insulin prom inh	sdo1 growth	sdo1 growth Rescue 24 h	Structure
7	.	.	COc1ccc(C(C(=O)NC2CCCCC2)N(C(=O)c2ccccn2)c2cccnc2)cc1 (configuration not stated)
32	-0.15	-0.91	COc1nccnc1NS(=O)(=O)c1ccc(NC(=S)NC(=O)c2cccc(F)c2)cc1
.	-1.6	-1.1	CCc1ccc(NC(=O)C(C)OC(=O)c2ccc(N3CCCC3)c([N+](=O)[O-])c2)cc1 (configuration not stated)
0	-0.64	-0.7	O=S(=O)(c1ccc(F)cc1)N1CN(Cc2ccco2)c2nc3ccccc3nc21
7	0.5	0.37	COc1ccc2c(c1)C1(Nc3ccccc3C(=O)N1c1ccccc1)C(=O)N2 (configuration not stated)
2	0	-0.25	COc1cc2c(cc1OC)CN(C(=O)c1cc(=O)c3ccccc3o1)CC2
-273	0.3	0.57	CCN(CC)C(=O)CSc1nc(-c2ccco2)cc(C(F)(F)F)c1C#N
21	1.2	0.96	COC(=O)c1ccc(COC(=O)c2ccc(-n3cnnn3)cc2)o1
0	0.08	0.41	COC(=O)c1sccc1NC(=O)/C=C/c1ccc(Cl)cc1Cl
-8	-0.45	-1.5	C=CCOc1c(Br)cc(CNn2nnnc2N)cc1OC
53	-0.83	-1.4	Cc1ccc(C)c(NC(=O)CN2C(=O)CNC2=O)c1
-50	.	.	O=c1c2ccccc2nc2n1CCCN2

(next part)
Insulin prom inh	sdo1 growth	sdo1 growth Rescue 24 h	Structure
-59	.	.	CC1(/[N+]([O-])=C/c2ccccc2F)CCCCC1=O (configuration not stated)
.	1.2	1.1	CCOC(=O)N1CCN(C(=O)CSc2nnc(-c3cccs3)o2)CC1
75*	-1.2	-0.86	Cc1c(/C=C/C(=O)c2ccc(Cl)s2)cnn1C
-16	-0.14	0.02	CCOC(=O)/C(C(=O)Nc1ccccc1Cl)=C1/NC(C)(C)Cc2ccccc21
.	-0.14	-1	COC(=O)C/C(C)=N/Nc1ccc(S(=O)(=O)N2CCCC2)cc1[N+](=O)[O-]
13	-0.17	-0.52	O=C(Cn1c(=O)n(-c2cccc(Cl)c2)c(=O)n1CC(=O)N1CCCCC1)N1CCCCC1
4	-0.36	-0.97	CC1CCC/C(=N\NC(=S)NCc2ccccc2)C1 (configuration not stated)
-7	1.4	2.4	Cc1cc(-c2ccccc2)nc(N2CCC(C(=O)NC(C)C)CC2)n1
22	-0.57	-1.7	CCCOc1ccc(C(=O)NC(C)C(=O)O)cc1 (configuration not stated)
8	.	.	O=C(Nc1ccc2c(c1)OCO2)c1cnccn1
43	-0.44	1.1	CC1CCCCN1S(=O)(=O)c1ccc(S(=O)(=O)N2CCN(c3ccc(F)cc3)CC2)cc1 (configuration not stated)
-12	-1.2	-1.8	CCCCCOc1ccc(CSCCNC(=S)Nc2ccccc2)cc1
-27	.	.	COc1cc2c(cc1OC)C(C(=O)Nc1cc(OC)c(OC)c(OC)c1)C(c1cccnc1)N(C)C2=O (configuration not stated)
.	-0.17	-0.81	CCN(CC)P1(=O)OC(c2cc(OC)c(OC)c(OC)c2)=Nc2c1c(C)nn2-c1ccccc1 (configuration not stated)
28	0.43	0.16	O=C(COC(=O)C1COc2ccccc2O1)NC(=O)NC1CCCCC1 (configuration not stated)
50	0.99	-0.56	COc1cc(NC(C)=O)c2ncccc2c1[N+](=O)[O-]

Exported with each value named: part of the list above.
> COC(=O)c1[nH]nc2c1C(=O)N(Cc1ccccc1)C2=O
- Insulin prom inh: .
- sdo1 growth: 0.07&0.74
- sdo1 growth Rescue 24 h: 0.89&0.43
> COC(=O)c1cccc(S(=O)(=O)N2CCCC2)c1
- Insulin prom inh: 20
- sdo1 growth: 0.51
- sdo1 growth Rescue 24 h: -0.53
> Cc1n[nH]c(C)c1Sc1ccccc1[N+](=O)[O-]
- Insulin prom inh: 18
- sdo1 growth: .
- sdo1 growth Rescue 24 h: .
> COCCOc1ccc(C(F)(F)F)cc1NC(=O)c1ccc(C(F)(F)F)cc1
- Insulin prom inh: .
- sdo1 growth: -0.28
- sdo1 growth Rescue 24 h: -0.34

Source: PubChem
